FXIa inh mix – FXIa protease inhibitors in compound pools, primary screen, biochemical, 10-compound mixtures. Coagulation factor XI (Homo sapiens), P03951. purified FXIa, fluorogenic substrate, pooled mixtures. inhibition, % at 5 µM. actives 0.19% (n = 62,000). AID 680, 2007;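 further: each value is inhibition by a whole ten-compound pool holding the compound; 0% = enzyme with no mixture and 100% = wells lacking enzyme; strong numbers were not always called active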
Target sequence (P03951 19-387 limits assumed): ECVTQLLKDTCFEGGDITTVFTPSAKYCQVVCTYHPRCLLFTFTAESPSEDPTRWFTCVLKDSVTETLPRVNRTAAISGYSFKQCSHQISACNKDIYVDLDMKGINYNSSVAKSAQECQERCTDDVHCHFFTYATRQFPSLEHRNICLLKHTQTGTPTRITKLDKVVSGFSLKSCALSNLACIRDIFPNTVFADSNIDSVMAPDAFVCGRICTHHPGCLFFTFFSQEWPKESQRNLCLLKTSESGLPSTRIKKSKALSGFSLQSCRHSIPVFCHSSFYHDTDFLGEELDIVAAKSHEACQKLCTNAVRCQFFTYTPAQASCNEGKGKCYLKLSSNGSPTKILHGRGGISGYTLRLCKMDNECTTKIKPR
Target sequence (P03951 388-625 limits assumed): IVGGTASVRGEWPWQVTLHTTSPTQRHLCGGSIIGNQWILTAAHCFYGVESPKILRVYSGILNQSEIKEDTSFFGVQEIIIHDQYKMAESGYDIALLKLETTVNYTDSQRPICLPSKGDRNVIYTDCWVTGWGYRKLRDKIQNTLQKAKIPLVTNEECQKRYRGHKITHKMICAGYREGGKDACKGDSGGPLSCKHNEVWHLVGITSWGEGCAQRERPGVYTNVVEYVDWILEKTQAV
MKP-1 inh – MKP-1 phosphatase inhibitors, primary screen, biochemical, in vitro. recombinant MKP-1, OMFP hydrolysis fluorescence. inhibition, %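 (compounds tested at a single concentration somewhere between 10 and 100 µM)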. Dual specificity protein phosphatase 1 (Homo sapiens), P28562. actives 0.15% (n = 65,000);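 active means inhibition above about 50%, limit read from the data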;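 further: 0% = DMSO max control wells and 100% = wells with enzyme stopped by NaOH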
CatL inh – inhibitors of human cathepsin L, biochemical. Procathepsin L (Homo sapiens), P07711. actives 0.17% (n = 58,000). inhibition, %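 (tested at 10 µM)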. purified cathepsin L, fluorogenic substrate, fluorescence; in the data active means inhibition above about 45%;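 further: 0% = enzyme with no compound and 100% = no enzyme blank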
CatG inh – human cathepsin G inhibitors, primary screen, biochemical, pooled compound mixtures, AMC fluorescence; P08311; purified enzyme, AMC-tetrapeptide fluorescence; inhibition, % at 5 µM (by protocol); actives 0.2% (n = 62,000); AID 581, 2007;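 active means inhibition above 20% in each of the two mixture wells holding the compound; inactive means inhibition of 20% or less in either well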;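 further: 0% = enzyme control without mixture and 100% = blank lacking enzyme; strong numbers were not always called active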
Target sequence (P08311 21-244 limits assumed): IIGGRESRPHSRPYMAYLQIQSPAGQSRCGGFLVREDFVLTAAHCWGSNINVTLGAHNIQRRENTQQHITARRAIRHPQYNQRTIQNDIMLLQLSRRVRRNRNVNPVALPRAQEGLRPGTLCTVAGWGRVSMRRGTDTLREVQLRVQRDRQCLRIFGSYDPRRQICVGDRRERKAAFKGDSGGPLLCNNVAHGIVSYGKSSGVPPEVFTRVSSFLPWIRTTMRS
C1s inh – complement C1s protease inhibitors, primary screen, biochemical, 10-compound mixtures; Complement C1s subcomponent (Homo sapiens), P09871; purified C1s, fluorogenic AMC substrate, pooled mixtures; mean inhibition % of two 10-compound mixtures (active compounds read high), % at 5 µM (by protocol); actives 0.16% (n = 62,000); AID 538, 2006;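 active means inhibition above 20% in each of the two 10-compound mixture wells holding the compound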;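 further: 0% = enzyme wells lacking compound mixture and 100% = no-enzyme blank wells; some compounds called inactive have numbers as strong as hits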
Hsp90 block – tumor Hsp90 inhibitors, primary screen, cell lysate, fluorescence polarization, NCI-N417 lysate | Heat shock protein HSP 90-alpha (Homo sapiens), P07900 | Cy3B-geldanamycin FP displacement | inhibition, % at 30 µM | actives 0.35% (n = 64,000) | AID 429, 2006;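 active means inhibition above 50%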;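 further: 0% = tracer plus lysate wells and 100% = tracer alone without lysate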
FXIIa inh mix – human factor XIIa inhibitors, primary screen, biochemical, pooled compound mixtures, fluorogenic substrate. purified FXIIa. inhibition, % at 5 µM. actives 0.2% (n = 62,000). AID 684, 2007;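 further: 0% = enzyme without compound and 100% = no enzyme blank; some results filed as inactive read as strong as hits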
HTR1A agonist – human 5-HT1a receptor agonists, primary screen, cell-based, CHO, Ga15 NFAT-bla reporter | 5-hydroxytryptamine receptor 1A (Homo sapiens), P08908 | CHO 5-HT1a Ga15 NFAT-bla reporter, FRET ratio; 0% basal, 100% maximal reference agonist | activation, % at 10 µM | actives 0.56% (n = 65,000);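 active means activation above the screen-wide mean activation plus 3 SD, cut at about 19% in these data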;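 further: 0% = DMSO wells and 100% = 5-CT at EC100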
Cdc25B block – inhibitors of Cdc25B phosphatase catalytic domain, primary screen, biochemical, OMFP fluorescence; M-phase inducer phosphatase 2 (Homo sapiens), P30305; recombinant Cdc25B, OMFP fluorescence Ex485/Em525; inhibition, %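 (compounds tested at 10 µM final in the well)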; actives 0.1% (n = 65,000); AID 368, 2006; in the data active means inhibition above about 50%
Active calls of the source: *; / = not tested or not shown. Unless noted, no stated cut-off is given here; in the data, active means inhibition above about 20% (passing the limit was not always enough); inactive means the rest. An unsorted share of the library, and some 1.6% of all compounds hit somewhere here.

SMILES	FXIa inh mix	MKP-1 inh	CatL inh	CatG inh	C1s inh	Hsp90 block	FXIIa inh mix	HTR1A agonist	Cdc25B block
CCCCCCNS(=O)(=O)c1ccc(Cl)s1	6	-2	0	4	-4	-5	6	-0.1	3
CCOC(=O)c1c(C)oc2c(CN3CCN(C)CC3)c(Br)c(OC)c(O)c12	-1	13	18	12	6	1	7	1.2	-9
CCc1ccc(C(C)NC(=O)c2cc(C)oc2C)cc1 (configuration not stated)	9	29	/	-3	-6	-13	9	-0.8	7
CCOC(=O)c1[nH]c(C)c(C(=O)Nc2cc(Cl)ccc2C)c1C	3	2	12	10	20	-8	5	-2.9	1
CCOC(=O)C(C)n1cnc2c(nnn2-c2ccc(C)cc2)c1=O (configuration not stated)	8	18	-7	-5	-5	-1	11	-0.2	-4
CC(C)n1c(CCCO)nc2ccccc21	9	7	7	11	32	-4	-3	-0.8	-10
O=c1cc(CSc2ccc(Cl)cc2)nc(N2CCOCC2)[nH]1	-25	-2	23	-25	-175	-2	3	-1.2	7
CCOCCn1c(=O)c2c(nc3n2CCN3c2ccc(CC)cc2)n(C)c1=O	8	31	-3	-2	-20	-2	-25	-0.8	-6
Cc1noc(C)c1COC(=O)c1ccccc1Oc1ccccc1	-2	-9	1	-3	0	-1	3	-1.7	-7
CC1CCCCN1C(=O)N[C@@H](Cc1ccccc1)C(=O)O (some centres not stated)	8	-27	3	9	14	-1	3	-1.7	-4
CCCn1c(CN(Cc2ccccc2)Cc2ccccc2)nc2c1c(=O)n(C)c(=O)n2C	6	13	6	13	-17	0	5	-0.4	-17
CCCCc1cc(=O)oc2cc(C)c(CN3CCCC3)c(O)c12	10	30	6	2	-14	-10	2	0.3	-7
Nc1nnc(C2CCCC2)s1	8	10	0	10	18	1	-11	-0.6	-4
O=C(CN1CCN(C(=O)c2ccco2)CC1)Nc1ccc2c(c1)OCCO2	-6	2	-5	11	-21	1	1	-3.8	-7
Cc1cccc(OCCCCc2c(C)n[nH]c2C)c1C	7	8	-3	12	16	-2	1	-3.1	-9
CCOC(=O)c1cnc(SCC(=O)Nc2ccc(NC(=O)CC)c(OC)c2)nc1N	-1	2	/	8	6	-3	5	2.9	-12
Cc1cc(=O)oc(C)c1C(=O)Nc1cccc2nonc12	/	-25	17	/	/	-2	/	1.3	31
COc1c(C)cc(Br)cc1C(=O)NCc1cccnc1	2	2	-11	-5	-26	2	0	1.0	-1
COCCNC(=O)C(c1ccco1)N(C(=O)Cn1nnc2ccccc21)c1ccc(C)cc1C (configuration not stated)	6	23	-8	1	4	-4	4	-3.1	-3
C=CCn1c(SCC(=O)Nc2cc(C)cc(C)c2)nnc1-c1cnccn1	2	-7	/	-2	-10	-6	0	-4.3	-3
CC1CCC(NC(=O)C2(C)CCC(=O)N2Cc2cccnc2)CC1 (configuration not stated)	1	-1	31	0	9	-1	13	-3.0	-12
COc1cccc(CN(Cc2cccnc2)S(=O)(=O)c2ccc(-n3cnnn3)c(C)c2)c1	-2	5	9	9	4	-2	3	0.1	11
CCCc1cc(Nc2cccc(OCC)c2)n2ncnc2n1	-12	-1	33	-11	-37	2	-1	1.0	-9
CCC(C)[C@H](NC(=O)Nc1ccc2c(c1)OCCO2)C(=O)O (some centres not stated)	-1	0	-5	0	-6	-1	2	-3.3	5
O=C(OCn1nnc2ccccc2c1=O)c1ccc2c(=O)n3c(nc2c1)CCC3	2	17	-1	8	1	-3	0	-2.4	-12
SMILES	FXIa inh mix	MKP-1 inh	CatL inh	CatG inh	C1s inh	Hsp90 block	FXIIa inh mix	HTR1A agonist	Cdc25B block
Cc1cc(C)n(CC(=O)NC2CCCCC2)n1	5	-2	2	11	15	-3	4	13	-3
COc1ccc(CN(C2CCCC2)S(=O)(=O)c2ccc(-n3cnnn3)cc2)cc1OC	12	13	-4	4	-4	2	-3	-0.3	-5
Cc1cc(NS(=O)(=O)c2ccc(Nc3nc(-c4sc(N)nc4C)cs3)cc2)no1	0	2	1	14	-2	-3	0	-1.5	-15
COC(=O)c1ccccc1S(=O)(=O)Nc1ccc2cn[nH]c2c1	2	-3	-3	0	-9	1	7	-0.2	-10
O=C(NCCC1=CCCCC1)c1cnc2n(c1=O)CCS2	/	10	/	/	/	-3	/	-1.0	-7
O=C(Nc1ccc2oc(-c3ccccc3F)nc2c1)c1ccc2c(c1)OCCO2	4	40	-4	-4	-3	2	0	-2.1	6
O=C(Cn1c(C2CC2)nc2ccccc2c1=O)Nc1ccc(Br)cc1	-11	5	9	-10	-62	14	0	-1.7	-6
CC1CC1C(=O)OCc1cc(=O)n2cc(Br)ccc2n1 (configuration not stated)	6	26	20	1	-13	0	-6	2.0	-13
COC(=O)Cc1c[nH]c2ccc(OCC(O)CNC(C)C)cc12 (configuration not stated)	-2	13	0	-3	-40	-1	-2	-1.8	10
CCOC(=O)c1cnc(SCC(=O)N2CCN(C(=O)c3ccco3)CC2)nc1N	-19	-3	11	-14	-98	2	4	-3.4	-16
CC(C)c1ccc(OCc2ccc(C(=O)N3CCN(c4ccccn4)CC3)cc2)cc1	-1	36	19	0	7	-2	0	5.8	-4
Cc1ccccc1-c1nnc(SCc2ccccc2)o1	2	3	16	-4	3	1	6	0.8	-11
c1ccc2c(c1)ncn2Cc1nnc2sc(-c3ccc4c(c3)OCO4)nn12	8	-2	-7	2	-1	1	-14	-2.3	2
C(=C\c1ccco1)/C=N/n1cnnc1	6	-12	6	0	1	-7	8	-4.4	4
COc1ccc(OC(=O)c2cccc(S(=O)(=O)N3CCCC3)c2)cc1	10	15	1	6	0	0	-9	0.0	-8
O=C(CSc1nnc(-c2ccc(Br)cc2)n1C1CCCCC1)N1CCCC1	0	13	6	-1	1	-1	2	3.1	41
COc1ccc(C(=O)CSc2nc(SC)ns2)cc1OC	-7	-8	-1	0	-96	-4	2	-0.7	-2
COC(=O)c1ccc(C(=O)OC)c(NC(=O)CCC(=O)O)c1	5	0	-11	0	-4	0	4	-3.4	-3
O=C(CN1CCOCC1)N1CCN(C(=O)CN2CCOCC2)CC1	5	-6	8	6	13	1	0	-0.7	-9
O=C(CSc1nc2c(c(=O)n1-c1ccc(Cl)cc1)SCC2)Nc1nccs1	12	17	15	8	13	/	10	0.4	-15
CCOCCN(C=O)c1cccc(OC)c1	-1	-20	11	9	1	-3	6	-1.4	2
COc1cc2c(cc1OC)-c1nnc(C)n1C(C)(C)C2	7	0	13	10	13	1	-18	-1.9	-10
COc1cccc(CCC(=O)O)c1OC	5	19	0	-7	-5	1	-3	-5.2	2
Cc1nn(-c2ccccc2)c(C)c1C(=O)OCC(=O)Nc1ccc2c(c1)OCO2	8	14	6	-1	-7	/	3	-2.6	-24
Cc1cccc(OCc2nc(C#N)c(N3CC(C)CC(C)C3)o2)c1 (configuration not stated)	7	7	/	-1	5	0	3	0.7	-12

A draw from above in order of formula weight, falling.
SMILES	FXIa inh mix	MKP-1 inh	CatL inh	CatG inh	C1s inh	Hsp90 block	FXIIa inh mix	HTR1A agonist	Cdc25B block
O=C(CN1CCOCC1)N1CCN(C(=O)CN2CCOCC2)CC1	5	-6	8	6	13	1	0	-0.7	-9
COC(=O)c1ccccc1S(=O)(=O)Nc1ccc2cn[nH]c2c1	2	-3	-3	0	-9	1	7	-0.2	-10
CCCCc1cc(=O)oc2cc(C)c(CN3CCCC3)c(O)c12	10	30	6	2	-14	-10	2	0.3	-7

New compounds follow
SMILES	FXIa inh mix	MKP-1 inh	CatL inh	CatG inh	C1s inh	Hsp90 block	FXIIa inh mix	HTR1A agonist	Cdc25B block
CC(C)(Oc1ccc(Cl)cc1)C(=O)Nc1cccnc1	1	2	18	-8	-10	-3	-14	0.9	-10
O=C1CC(N2CCOCC2)C(=O)N1CCc1ccccc1 (configuration not stated)	-2	-14	-1	2	5	-5	5	-3.2	3
Brc1ccccc1-c1nc(-c2ccccc2)no1	0	-1	0	-10	-7	-4	3	-1.2	-4
COc1cc(C2c3c(oc4ccccc4c3=O)C(=O)N2Cc2cccnc2)cc(OC)c1OC (configuration not stated)	5	1	4	8	-3	10	5	1.2	1
Cc1cc(N2CCOCC2)c2c(N)c(C)cc(C)c2n1	-5	1	12	8	-6	-1	1	0.0	-11
Cc1nc(CNS(=O)(=O)c2cccc(F)c2)cs1	7	-9	36	7	-12	2	-1	-0.5	-1
COCCCNCCOCCOc1c(OC)cccc1OC	0	0	/	-3	-41	-3	10	-1.6	-5
CCOC(=O)c1ccc(NC(=O)N2CCN(CCc3ccccc3)CC2)cc1	11	9	-3	8	22	-3	5	2.4	-12
CCOC(=O)C1CCCN(CC(=O)/C=C2/N(C)c3ccccc3C2(C)C)C1 (configuration not stated)	3	-2	10	-8	-44	-24	1	-5.8	-21
c1ccc(Nc2ncnc3c2oc2ccccc23)cc1	3	0	-9	-4	-3	-2	7	-2.6	0
CCN=c1scc(C)n1/N=C/c1ccsc1	-4	-3	-5	6	-9	-1	-15	-2.5	-11
O=C(CSc1nnnn1-c1ccc2c(c1)CCC2)Nc1ccc2c(c1)OCCO2	7	-1	4	-30	-12	0	-3	1.3	1
NC(=O)CSCc1ccc(Br)cc1	-5	-4	11	2	-54	-3	4	-1.5	-13
O=S(=O)(c1ccc(Br)cc1)N1CCN(c2cc(-c3ccccc3)nc3ncnn23)CC1	9	14	/	-2	-9	/	-5	-0.5	1
CCn1c(=O)cc(SCC(=O)N2CCN(C3CCCCC3)CC2)c2ccccc21	4	10	1	7	6	-2	1	-0.5	-16
Cc1ccc(N2CC(C(=O)Nc3ccc4c(c3)OCO4)CC2=O)cc1 (configuration not stated)	0	14	4	7	2	3	9	-0.4	-15
COc1ccc(-c2nnc(SCC(=O)Nc3cc(F)ccc3C)o2)cc1	2	-3	3	-2	-8	0	4	-1.5	2
CCN(CC)CC(=O)Nc1c(C)cc(C(C)(C)C)cc1C	1	-10	17	3	5	3	-22	-2.3	1
COc1ccccc1-n1c(C)nnc1SCC(=O)Nc1cc(C)cc(C)c1	4	10	-11	0	4	5	1	-2.4	3
O=C(Cn1cnc2c(nnn2Cc2ccc(Cl)cc2)c1=O)NCC1CCCO1 (configuration not stated)	-26	9	10	-19	-67	-2	12	-4.2	-5
CN1CCN(CC(=O)N2c3ccccc3C(C)(c3ccccc3)CC2(C)C)CC1 (configuration not stated)	-7	-12	1	-9	-12	0	0	1.7	-19
O=C(NC1CCCCC1)n1c(=O)oc2ccc(Cl)cc21	3	-5	4	10	-9	2	3	-0.7	-2
CCOc1ccccc1NC(=O)N1CCC(NC(=O)c2cccc(C)c2)CC1	4	-21	-4	14	18	3	-20	-2.2	4
O=C(CSc1cccc[n+]1[O-])c1cc2ccccc2o1	-1	0	-1	-3	4	0	7	-3.1	-14
CC1(C)CC(=O)c2cc(C(=O)N3CCCC(C)(C)C3)c(=O)n(-c3ccccc3)c2C1	/	-8	4	/	/	0	/	0.5	-28
O=C(Cc1cccs1)Nc1ccc(NC(=O)c2ccco2)cc1	5	12	-10	7	-9	-4	11	-4.8	-4
N#Cc1sc2nc(-c3ccccc3)cc(-c3ccco3)c2c1N	-23	27	6	-30	-83	-11	-2	-1.2	39
CC(=O)NC(CCS(C)(=O)=O)C(=O)Nc1ccc(F)cc1Cl (configuration not stated)	12	2	6	13	9	2	1	-3.9	-2
